SSB-PriA inh: inhibitors of Klebsiella pneumoniae PriA binding to SSB C-terminal tail; actives 0.6% (n = 430,000); AID 1272365; AlphaScreen SSBct-PriA binding, biotinylated peptide; inhibition, % at 33 µM; in the data active = inhibition mostly above about 37%, no sharp cut-off; inactive = mostly below about 20%;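 also: plate controls were negative control peptide for no effect and reference peptide for full effect; strong numbers were not always called active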
* hit, by the source's call; i = inactive; & = joins results of further samples. Only part of the results is shown. The share of hits here may be higher or lower than overall.

CC(=O)ON=Cc1c(NCc2ccccc2)nc2c(C)cccn2c1=O
  SSB-PriA inh: -2

Cc1nc(C(=O)N2CCCC(Oc3nccnc3N(C)C)C2)cs1 (stereo not drawn)
  SSB-PriA inh: -2

CCN1CCN(c2ncnc3sc(C)c(-c4ccc(F)cc4)c23)CC1
  SSB-PriA inh: -3

COc1ncccc1C(=O)N1CCC(N2CCCC2COCc2ccccc2)CC1 (stereo not drawn)
  SSB-PriA inh: 0

O=C1CC(C(=O)Nc2ccc(Br)cc2)SC(=N/N=C/c2ccco2)N1 (stereo not drawn)
  SSB-PriA inh: i

CN(C)CCCN(C(=O)CCSc1ccccc1)c1nc2ccccc2s1
  SSB-PriA inh: 12

CCn1c(C)csc1=NS(=O)(=O)c1ccccc1
  SSB-PriA inh: -10

CC(C)c1nnc(C2CCN(C(=O)c3cn(C)nn3)CC2)o1
  SSB-PriA inh: -14

Cc1ccccc1C(=O)ON=C(N)c1cccc([N+](=O)[O-])c1
  SSB-PriA inh: 8

O=C(CNS(=O)(=O)c1ccccc1F)N1CCc2ncncc2C1
  SSB-PriA inh: -6

Cc1[nH]c(C(=O)NN=Cc2ccc(C(=O)O)cc2)c(C)c1C(=O)NN=Cc1ccc(C(=O)O)cc1
  SSB-PriA inh: 0

COc1ccc(C(=O)NCC(=O)NN=Cc2cn(C)c3ccccc23)cc1OC
  SSB-PriA inh: 8

CC1(C)Cc2c(cnn2-c2ccccc2)C(=O)C1=NNC(=O)c1ccccc1N
  SSB-PriA inh: 2

O=c1[nH]cccc1-c1cc(F)cc2cccnc12
  SSB-PriA inh: 35

Cc1cc(C)cc(OCCNS(=O)(=O)c2ccc(NC(=O)C(C)C)cc2)c1
  SSB-PriA inh: 2

CC(C)=NN=C1NC(=O)C(CC(=O)Nc2cc(Cl)ccc2C)S1 (stereo not drawn)
  SSB-PriA inh: -4

COc1cccc(C=Nn2nnnc2N)c1OCc1ccccc1Cl
  SSB-PriA inh: -12

CCc1cc(C(Cc2csc(C)n2)=NO)c(O)cc1O
  SSB-PriA inh: 5

Cc1ccc(C(=O)/C=C/NNC(=O)c2ccccc2)cc1
  SSB-PriA inh: 1

COc1cccc(NC(=O)NC2CCN(c3ccccn3)C2)c1OC (stereo not drawn)
  SSB-PriA inh: -19

CCOC(=O)N1CCc2c(sc(NC(=O)c3ccnn3CC)c2C(=O)OC)C1
  SSB-PriA inh: -5

CCC(=NNC(=O)Cc1ccc(Br)cc1)c1cccs1
  SSB-PriA inh: -3

COc1ccc(Cc2cnc(NC(=O)c3ccccc3Cl)s2)cc1
  SSB-PriA inh: -3

Cc1cc(C(N)=NOC(=O)c2ccc(Cl)cc2)no1
  SSB-PriA inh: -2

N#Cc1c(NC(=O)/C=C/c2ccccc2)sc2c1CCC2
  SSB-PriA inh: 0

By substructure: the compounds so far with four or more nitrogen atoms (13)
CC(=O)ON=Cc1c(NCc2ccccc2)nc2c(C)cccn2c1=O
  SSB-PriA inh: -2

Cc1nc(C(=O)N2CCCC(Oc3nccnc3N(C)C)C2)cs1 (stereo not drawn)
  SSB-PriA inh: -2

CCN1CCN(c2ncnc3sc(C)c(-c4ccc(F)cc4)c23)CC1
  SSB-PriA inh: -3

O=C1CC(C(=O)Nc2ccc(Br)cc2)SC(=N/N=C/c2ccco2)N1 (stereo not drawn)
  SSB-PriA inh: i

CC(C)c1nnc(C2CCN(C(=O)c3cn(C)nn3)CC2)o1
  SSB-PriA inh: -14

O=C(CNS(=O)(=O)c1ccccc1F)N1CCc2ncncc2C1
  SSB-PriA inh: -6

Cc1[nH]c(C(=O)NN=Cc2ccc(C(=O)O)cc2)c(C)c1C(=O)NN=Cc1ccc(C(=O)O)cc1
  SSB-PriA inh: 0

COc1ccc(C(=O)NCC(=O)NN=Cc2cn(C)c3ccccc23)cc1OC
  SSB-PriA inh: 8

CC1(C)Cc2c(cnn2-c2ccccc2)C(=O)C1=NNC(=O)c1ccccc1N
  SSB-PriA inh: 2

CC(C)=NN=C1NC(=O)C(CC(=O)Nc2cc(Cl)ccc2C)S1 (stereo not drawn)
  SSB-PriA inh: -4

COc1cccc(C=Nn2nnnc2N)c1OCc1ccccc1Cl
  SSB-PriA inh: -12

COc1cccc(NC(=O)NC2CCN(c3ccccn3)C2)c1OC (stereo not drawn)
  SSB-PriA inh: -19

CCOC(=O)N1CCc2c(sc(NC(=O)c3ccnn3CC)c2C(=O)OC)C1
  SSB-PriA inh: -5

Next results
Cc1ccc(-n2ncc3c(C(C)C)nnc(SCC(=O)NCc4ccco4)c32)cc1C
  SSB-PriA inh: 2&5

O=C(Cc1cccs1)NCCn1ncc2c(=O)n(Cc3ccc(Br)cc3)cnc21
  SSB-PriA inh: 4

CCOC(=O)CNC(=O)C1CN(C(C)=O)C1
  SSB-PriA inh: -5

Cc1ccc(Cl)cc1NC(=O)C(=O)NN=Cc1ccc2c(c1)OCO2
  SSB-PriA inh: 1

C[C@H]1CN(C)CCN1CC1CCN(C(=O)NCc2cccs2)CC1
  SSB-PriA inh: -8

COCCCNc1nc(N)c([N+](=O)[O-])c(N2CCC(Cc3ccccc3)CC2)n1
  SSB-PriA inh: 1

O=C(NN=Cc1ccc(-c2ccccc2[N+](=O)[O-])o1)c1cccnc1
  SSB-PriA inh: 8

COCCN1CCC(CNC(=O)C(=O)NCc2ccc3c(c2)OCO3)CC1
  SSB-PriA inh: -7

Cc1cc(C)n2c(SCC(C)(C)NS(=O)(=O)c3ccccc3)nnc2n1
  SSB-PriA inh: -8

Cc1ccc2cc(CCNC(=S)Nc3ccccc3Cl)c(=O)[nH]c2c1C
  SSB-PriA inh: -8

C=CCN1C(=O)C(C)(C)COc2ccc(NS(=O)(=O)c3ccc(OCC)c(F)c3)cc21
  SSB-PriA inh: 6

CCOC(=O)C(C(=O)Nc1ccc(Br)cc1)=C1NC(C)(C)Cc2ccccc21
  SSB-PriA inh: -9

O=C(NC1(c2nc(-c3ccsc3)no2)CCCCC1)C1CC(=O)N(c2ccccc2)C1 (stereo not drawn)
  SSB-PriA inh: -4

CCOc1ccc(NC(=O)c2cc(=O)c(OC)c[nH]2)cc1
  SSB-PriA inh: -3

Cc1cc(C=NNC(=O)COc2cccc3cccnc23)c(C)n1-c1ccc(O)cc1
  SSB-PriA inh: 6

CCOC(=O)c1ccccc1NS(=O)(=O)c1cc2c3c(c1)CCN3C(=O)CC2
  SSB-PriA inh: -10

CCCCN1C(=O)S/C(=C/c2ccc(OC)cc2)C1=O
  SSB-PriA inh: -16

O=C(NCC(F)(F)F)c1ccc(Cn2ccnc2)cc1
  SSB-PriA inh: -4

O=C(Nc1cc(-n2cccn2)ncn1)c1ccc2nsnc2c1
  SSB-PriA inh: -25

CC(=O)NC(=NOCc1ccccc1Cl)c1nonc1NC(C)=O
  SSB-PriA inh: -8

CC(=O)Nc1ccc(S(=O)(=O)Nc2cnn(C3CCOCC3)c2)cc1
  SSB-PriA inh: -10

O=C(NCC1CCN(c2cnccn2)CC1)C1(c2cccs2)CCCC1
  SSB-PriA inh: -8

COc1ccc([C@H]2CCN(C(=O)NC3CCCCCC3)C2)cc1
  SSB-PriA inh: -11

O=C(Nc1nc2cc3c(cc2s1)OCO3)c1cc2ccccc2o1
  SSB-PriA inh: -1

COc1ccc(C(=O)N2CCC(c3nnc(-c4ccco4)o3)CC2)cc1
  SSB-PriA inh: -12

The closing two records of the section above are carried over, then new ones follow.
O=C(Nc1nc2cc3c(cc2s1)OCO3)c1cc2ccccc2o1
  SSB-PriA inh: -1

COc1ccc(C(=O)N2CCC(c3nnc(-c4ccco4)o3)CC2)cc1
  SSB-PriA inh: -12

O=S(=O)(NCCN1CCOCC1)c1ccc(C2CCCCC2)cc1
  SSB-PriA inh: 6

Cc1ccc(C)c(S(=O)(=O)NCc2ccc(C(=O)Nc3ccc(F)cc3)cc2)c1
  SSB-PriA inh: -6&-5

CCc1nnc(NC(=O)CSc2ccc(-c3ccc(-n4ccnc4)cc3)nn2)s1
  SSB-PriA inh: -14

CC(Oc1ccc(Cl)cc1Cl)C(=O)N1CCN(c2ccc3nncn3n2)CC1 (stereo not drawn)
  SSB-PriA inh: -6

O=C(Nc1ccc(-c2ccc(=O)[nH]n2)cc1)c1c[nH]c(=O)n(Cc2ccco2)c1=O
  SSB-PriA inh: -11

CCOc1ccc(NC(=O)Cn2nc3c(Sc4cccc(F)c4)nccn3c2=O)cc1
  SSB-PriA inh: -2

O=C1c2ccccc2C(=O)N1c1ccc(OC(F)(F)F)cc1
  SSB-PriA inh: -18

Cc1ccc(OC2CCN(S(=O)(=O)c3ccc(C)s3)C2)nn1 (stereo not drawn)
  SSB-PriA inh: -4

O=S(=O)(c1ccc(Cl)s1)N1CCN(c2ccc3nnc(C4CC4)n3n2)CC1
  SSB-PriA inh: -14

COC1(CNC(=O)c2ccccc2Cl)Cc2ccccc2C1
  SSB-PriA inh: -11

CN1CCc2cc(C(CNC(=O)C(=O)NCC3CCCO3)N(C)C)ccc21 (stereo not drawn)
  SSB-PriA inh: -3

Cc1nnc(NN=Cc2cccs2)[nH]c1=O
  SSB-PriA inh: -3

Cc1nc2c(sc3ccccc32)c(=O)n1CC(=O)NCc1ccccc1Cl
  SSB-PriA inh: -10

COc1ccc2c3c(ccc2c1)C(=O)C(=CO)CC3
  SSB-PriA inh: -7

O=C(NCC1CCN(c2nc3ccccc3s2)CC1)c1ccccc1C(F)(F)F
  SSB-PriA inh: -10

CC1CCc2c(sc(NC(=O)C(C)C)c2-c2nc3ccccc3s2)C1 (stereo not drawn)
  SSB-PriA inh: -4

Nc1nc(SCCO)[nH]c(=O)c1NC(=O)c1ccccc1
  SSB-PriA inh: -11

NC(=O)c1ccccc1OCC#CCNC(=O)c1ccc2nsnc2c1
  SSB-PriA inh: 10

CS(=O)(=O)N1CCCc2cc(NS(=O)(=O)c3ccc(Br)cc3)ccc21
  SSB-PriA inh: -3

CC(C)S(=O)(=O)c1ccc(CC(=O)NCCn2nc(C(F)(F)F)cc2C2CC2)cc1
  SSB-PriA inh: 0

CCCc1c(C(=O)NN=C/C(C)=C/c2ccco2)nnn1-c1nonc1N
  SSB-PriA inh: -11

COc1cc(-c2nnc3c(=O)n(Cc4ccc(Cl)cc4)ccn23)cc(OC)c1OC
  SSB-PriA inh: -2

O=C(NCCC1=CCCCC1)C1CSc2nccc(=O)n2C1 (stereo not drawn)
  SSB-PriA inh: -11

C(=NNc1nnnn1-c1ccccc1)c1ccncc1
  SSB-PriA inh: -10

CC(=NNC(=O)c1c(Cl)cnn1C)c1cccnc1
  SSB-PriA inh: -4

O=S(=O)(c1ccc(F)cc1)n1nc2ccccc2n1
  SSB-PriA inh: -44

COc1ccc(CCC(=O)N2CCN(c3ccc4nnc(C5CC5)n4n3)CC2)cc1
  SSB-PriA inh: -10

Cn1nc(-c2ccc(F)cc2)cc1C(=O)NCC1CCN(C(=O)Oc2ccccc2)CC1
  SSB-PriA inh: -6

CN(CCO)C[C@H]1COCCN1C(=O)c1cccc(F)c1
  SSB-PriA inh: -23

CCOc1ccc(C(O)=C2C(=O)C(=O)N(CC3CCCO3)C2c2cccs2)cc1 (stereo not drawn)
  SSB-PriA inh: 12

O=S(=O)(c1ccccc1Cl)N1CC(Oc2nccs2)C1
  SSB-PriA inh: -20

Cc1nc(-c2cccs2)sc1CNC(=O)CC1CSc2nc(C)c(C)c(=O)n21 (stereo not drawn)
  SSB-PriA inh: -25

COc1ccccc1NC(=O)N(Cc1ccoc1)Cc1cccs1
  SSB-PriA inh: -21

Cc1ccccc1[C@@H]1CCN(C(=O)CC2CC2)CCS1
  SSB-PriA inh: -10

CCOC(=O)N1CCN(S(=O)(=O)c2ccc(C(=O)Nc3nc(C)c(C(C)=O)s3)cc2)CC1
  SSB-PriA inh: -4

C(=Nn1cnnc1)c1ccc(N2CCOCC2)s1
  SSB-PriA inh: -3

O=C(C[n+]1ccccc1)NN=Cc1ccc(F)cc1
  SSB-PriA inh: -11

COc1ccc(S(=O)(=O)Nc2ccc(-c3csc4nc(C)cc(=O)n34)cc2)cc1F
  SSB-PriA inh: -6&-2

CN(C)c1ccc(C(=O)Nc2nnc(-c3cccc(S(C)(=O)=O)c3)o2)cc1
  SSB-PriA inh: -7&-2

COC(=O)N1CCc2ccc(NC(=O)c3ccc(OC)c(F)c3)cc2C1
  SSB-PriA inh: -2

Cc1nc(CNS(=O)(=O)c2ccc(-c3ccccc3)cc2)cs1
  SSB-PriA inh: 11

Cc1ccccc1-n1ncc2c(C(C)C)nn(CC(=O)Nc3ccc(F)cc3)c(=O)c21
  SSB-PriA inh: 5

Cc1cc(C)c2nc(N(CCn3cccn3)C(=O)c3cc(C)on3)sc2c1
  SSB-PriA inh: 5

C#CCn1c(=NC(=O)CSC(C)=O)sc2cc(Br)ccc21
  SSB-PriA inh: 5

O=C(CSc1ncc(-c2ccc(F)cc2)o1)Nc1ccc(Br)cc1
  SSB-PriA inh: -14

O=C(Nc1ccccc1)Nc1nc(C(=O)Nc2ccc(F)cc2)cs1
  SSB-PriA inh: -4

O=C(CC(=O)NN=Cc1c(Cl)cccc1Cl)NCc1ccccc1
  SSB-PriA inh: 0

O=C(C[C@@H]1C/C=C/C[C@H](Cc2ccc(F)cc2)C(=O)OC[C@H]2CCCN2C1=O)N[C@H](CO)Cc1ccccc1
  SSB-PriA inh: -4

Cc1ccc(CC(=O)NN=Cc2ccc3c(c2)OCO3)cc1
  SSB-PriA inh: -2

O=c1cccnn1CCCNS(=O)(=O)c1ccc(Cl)s1
  SSB-PriA inh: -5&-3

C=CCOc1ccc(/C=C2\SC(=N)NC2=O)cc1OC
  SSB-PriA inh: -10

CC1CCN(Cc2c(C(=O)NN=Cc3ccc(C(C)C)cc3)nnn2-c2nonc2N)CC1
  SSB-PriA inh: -9

Cc1cc(NC(=O)NCCCSc2nncn2C)no1
  SSB-PriA inh: 6

Cc1cc(N2CCOCC2)nc(Nc2ccc(NS(=O)(=O)c3ccc(Br)cc3)cc2)n1
  SSB-PriA inh: -18

CCOc1ccc(-c2noc(CSc3nc4cc5c(cc4c(=O)n3C)OCO5)n2)cc1
  SSB-PriA inh: 3

Looked up one by one from the list above, 3 records:
CCOC(=O)N1CCN(S(=O)(=O)c2ccc(C(=O)Nc3nc(C)c(C(C)=O)s3)cc2)CC1
  SSB-PriA inh: -4

Cc1cc(C=NNC(=O)COc2cccc3cccnc23)c(C)n1-c1ccc(O)cc1
  SSB-PriA inh: 6

Cc1nc(C(=O)N2CCCC(Oc3nccnc3N(C)C)C2)cs1 (stereo not drawn)
  SSB-PriA inh: -2
